# HIF-2a inh = blocks HIF-2a reporter activity | 786-0 RCC cells HIF-2a reporter, luciferase luminescence, overnight | inhibition, % at 18.8 µM | 360,000 compounds, 0.72% hits | AID 624352;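 active = inhibition of the luminescence signal of 40% or more relative to plate controls, in a single-dose primary screen at 18.75 µM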
# CF NFkB block = inhibitors of cystic fibrosis induced NF-kB. KKLEB NF-kB-GFP reporter, PAF-induced, GFP fluorescence overnight. inhibition, % at 5 µM. 360,000 compounds, 0.86% hits. AID 588850;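 active = at least 50% inhibition at 5 µM, scaled per plate between neutral and stimulator controls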;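 also: PAF is a Pseudomonas aeruginosa culture filtrate used as stimulus; plate controls were PAF-stimulated DMSO wells for no effect and unstimulated DMSO wells for full effect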
# NR2E3 ag-1 = human photoreceptor-specific nuclear receptor agonism; inhibition of corepressor binding, % at 3.98 µM; Q9Y5X4; AID 602229; 360,000 compounds, 0.35% hits; CHO-S Gal4-NCOR/VP16-NR2E3 two-hybrid, luciferase;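 active = inhibition above the mean of all tested compounds plus 3 SD, cut at about 70% in these data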;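 also: 0% = DMSO with NR2E3 transfected cells and 100% = cells lacking NR2E3 construct; higher means lower luciferase signal from less NR2E3 corepressor binding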
# Target sequence (Q9Y5X4 whole entry, looked up, the tested form may be a part): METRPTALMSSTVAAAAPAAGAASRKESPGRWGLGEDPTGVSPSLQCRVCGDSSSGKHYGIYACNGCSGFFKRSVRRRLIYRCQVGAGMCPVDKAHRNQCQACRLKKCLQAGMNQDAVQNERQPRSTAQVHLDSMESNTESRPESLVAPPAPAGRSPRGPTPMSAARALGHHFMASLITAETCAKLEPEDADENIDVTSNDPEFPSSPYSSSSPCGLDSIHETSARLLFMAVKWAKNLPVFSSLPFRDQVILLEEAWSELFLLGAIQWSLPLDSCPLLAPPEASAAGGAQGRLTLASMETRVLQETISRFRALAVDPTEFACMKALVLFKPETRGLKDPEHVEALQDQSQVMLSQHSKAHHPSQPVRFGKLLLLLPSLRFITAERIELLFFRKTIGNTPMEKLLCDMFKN
# TWEAK Fn14 block = inhibitors of TWEAK-Fn14 interaction signaling; TWEAK-stimulated Fn14 reporter cells, luciferase luminescence, 8 h; inhibition, % at 10 µM; 360,000 compounds, 2% hits; AID 1159606; in the data active = inhibition above about 50%
# TRAIL sens C8 = sensitizes caspase-8 expressing cells to TRAIL; NB7+C8 cells + TRAIL, ATPlite viability luminescence; 360,000 compounds, 1% hits; inhibition (viability loss, TRAIL sensitization), % at 10 µM;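 active = compounds causing at least 50% loss of cell viability in the single-dose screen, relative to plate controls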
# TRPM1 prom inh = inhibitors of MITF-driven TRPM1 promoter in melanoma cells | SK-MEL-5 TRPM1 promoter luciferase, 24 h | inhibition, % at 12.5 µM | 330,000 compounds, 0.83% hits | AID 488899;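 active = mean inhibition across replicates of 60% or more, whatever share of single replicates reaches that level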; also: values of inactives mirror those of a sister screen read the other way
# Shn3 inh set2 = inhibitors of Schnurri-3 3'UTR reporter in osteoblasts; AID 588674; 360,000 compounds, 0.52% hits; inhibition, % at 12.5 µM; Clone20 osteoblast Shn3 3'UTR firefly luciferase, 24 h;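 active = mean inhibition of at least 75% with every replicate also reaching 75%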;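 also: 0% = median of neutral control wells and 100% = pilot-screen positive control compound; some compounds past the cut are filed as inactive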
# TROY signal inh = blocks TROY-dependent signaling in reporter cells; Q293 LMP1-TROYcd NF-kB luciferase reporter, 4 h; inhibition, % at 10 µM; 360,000 compounds, 0.98% hits;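 active = compounds whose plate-normalised and pattern-corrected inhibition of the luciferase reporter signal at the single screening dose is 50% or more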
# KKLEB cytotox = reduces viability of KKLEB cystic fibrosis airway cells; KKLEB CF airway cells viability, ATPlite luminescence, overnight; stronger effect = lower value; cells stimulated with P. aeruginosa culture filtrate; activity change (cytotoxicity), % at 5 µM; 360,000 compounds, 0.36% hits; AID 602141;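 active = corrected activity change at or below -50% at 5 µM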
# Peg3 promoter = reduces Peg3 promoter-driven luciferase expression in HeLa; inhibition, % at 20 µM; AID 588405; 360,000 compounds, 1.7% hits; HeLa PEG-Prom luciferase reporter, luminescence, overnight;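 active = inhibition of at least 50% at 20 µM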
# NR2E3 ag-2 = agonists of human nuclear receptor NR2E3. GST-NR2E3/biotin-RetCOR TR-FRET, 1536-well. AID 2300. 320,000 compounds, 0.12% hits. inhibition of corepressor binding, % at 4.78 µM;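 active = percent inhibition above the cutoff of mean plus 3 SD of all tested compounds, set per screening campaign, cut at about 20% in these data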;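 also: 0% = DMSO wells and 100% = biotin wells as full block of FRET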
#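 Assay system: NR2E3–RetCOR corepressor complex. Quantity: 1.35 nM GST-NR2E3. Buffer or medium: pH 7.5 Tris-based buffer. Reagent: biotinylated RetCOR corepressor at 7 nM final. Schedule: 5 h at 4 °C. Detection: TR-FRET, emission read at 617 and 671 nm. Replicates: one well per compound, singlicate testing.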
# * hit, by the source's call; / = no result given. A portion of the library; the hit share may differ from the screen's.
SMILES,HIF-2a inh,CF NFkB block,NR2E3 ag-1,TWEAK Fn14 block,TRAIL sens C8,TRPM1 prom inh,Shn3 inh set2,TROY signal inh,KKLEB cytotox,Peg3 promoter,NR2E3 ag-2
O=c1[nH]c(=S)[nH]c2c1CN(Cc1ccc(F)cc1)CC2,18.7,-2.9,5.0,-8.5,-9.6,9.8,4.2,-2.3,5.8,17.2,10.0
Cc1c(OCC(=O)N2CCC(C(=O)O)CC2)ccc2c1oc(=O)c1ccccc12,-3.4,-31.9,5.2,9.0,-4.3,-11.7,-22.8,-5.4,-12.2,-23.0,2.0
CC(NC(=O)c1ccc2c(c1)OCO2)C(c1cccs1)N1CCOCC1 (stereo not drawn),9.6,-15.9,-6.8,10.7,-12.7,4.3,0.5,8.9,0.9,-3.3,-3.3
Cc1cc(C)n2nc(SCC(=O)NC(=O)c3ccc(OC(F)F)cc3)nc2n1,7.6,13.6,0.8,-3.1,1.9,-3.3,-16.8,0.6,2.5,-5.2,/
O=C1CC(c2ccccc2)CC(O)=C1C=NCc1ccco1 (stereo not drawn),2.3,8.1,-10.8,-11.3,-12.8,-12.7,7.9,9.5,8.6,14.6,5.5
CC(=O)Nc1cccc(-c2csc(N)n2)c1,5.2,-20.0,-11.8,-3.9,-1.6,-9.4,-18.9,15.3,2.9,0.9,4.2
COc1cccc(-c2c(-c3cc(OC)cc(OC)c3)n(C)c3ccc(-c4cccc5[nH]ccc45)cc23)c1,18.6,7.6,-41.4,-3.2,0.9,9.4,-2.1,-20.6,10.6,18.7,3.1
COc1ccc(CN2C(=O)CCC2(C)C(=O)NC2CCCCCC2)cc1 (stereo not drawn),15.8,-3.8,-25.5,24.5,-7.7,5.3,17.6,-9.3,0.4,12.1,-1.1
Cc1sc(NC(=O)c2ccc(=O)n(C)n2)nc1-c1ccccc1,-148.0,-7.4,-19.1,-7.5,17.0,-28.9,2.6,-30.8,8.0,-109.2,0.0
CCC(c1nnnn1Cc1cccs1)N1CCN(C2CCCC2)CC1 (stereo not drawn),1.5,-1.7,-3.9,-5.4,19.6,-6.4,9.5,10.1,0.8,4.5,-2.2
COc1ccc(NC(=O)c2cccc(N3C(=O)c4ccc(C(=O)Nc5ccc(OC)c(O)c5)cc4C3=O)c2)cc1O,20.7,-3.5,-16.7,-0.6,57.8*,8.5,4.1,3.6,-3.9,14.9,-0.4
CCCCNC(=S)NC(=O)c1ccc([N+](=O)[O-])cc1,-75.8,-1.8,-40.9,-29.5,-11.2,-2.4,-8.9,-54.0,-0.7,-63.5,-1.1
CCCc1nnc(NC(=O)CCC(=O)NCCc2ccc(Cl)cc2)s1,9.4,-8.5,-29.2,3.1,-25.7,-3.5,-1.7,-14.3,10.0,-16.1,2.9
CN1CCN(c2ncnc3c2ncn3[C@H]2CN(Cc3ccccc3)C[C@@H](CO)O2)CC1,1.3,-8.1,-5.7,-6.9,5.4,/,-5.4,5.1,15.1,2.4,/
COc1ccc(/C=C2\SC(=S)N(CC(=O)NCCO)C2=O)cc1,-13.2,-2.2,-7.9,-28.1,-3.4,-5.4,-10.2,-50.6,3.6,-49.3,3.2
Cn1c(=O)c2c(ncn2CCC(=O)N/N=C/c2cccnc2)n(C)c1=O,16.4,8.1,9.4,84.0*,-9.8,3.6,-1.6,-0.2,7.2,8.7,-0.3
Cc1[nH]c2ccccc2c1C(=O)C(=O)NCc1ccncc1,18.2,6.5,9.1,5.9,16.8,2.5,12.1,-11.3,0.4,20.9,3.2
COc1ccc(NC(=O)c2cc(S(=O)(=O)N3CCCCC3)ccc2N2CCCCC2)cn1,8.1,-2.4,-4.0,-15.9,4.9,8.1,4.2,6.9,2.4,2.4,2.3
CCCCCCCC[n+]1cccc2c3ccccc3ccc21,-39.7,38.3,9.5,83.2*,59.4*,85.8*,80.3,53.7*,-26.6,54.0*,0.6
Cc1cn([C@H]2C[C@H](O)[C@@H](CCC(=O)NCC(c3ccccc3)c3ccccc3)O2)c(=O)[nH]c1=O,14.3,-3.7,-4.7,19.1,5.1,/,-9.8,-0.3,5.4,-14.1,/

# Structural class, those above with an NH in an aromatic ring
SMILES,HIF-2a inh,CF NFkB block,NR2E3 ag-1,TWEAK Fn14 block,TRAIL sens C8,TRPM1 prom inh,Shn3 inh set2,TROY signal inh,KKLEB cytotox,Peg3 promoter,NR2E3 ag-2
O=c1[nH]c(=S)[nH]c2c1CN(Cc1ccc(F)cc1)CC2,18.7,-2.9,5.0,-8.5,-9.6,9.8,4.2,-2.3,5.8,17.2,10.0
COc1cccc(-c2c(-c3cc(OC)cc(OC)c3)n(C)c3ccc(-c4cccc5[nH]ccc45)cc23)c1,18.6,7.6,-41.4,-3.2,0.9,9.4,-2.1,-20.6,10.6,18.7,3.1
Cc1[nH]c2ccccc2c1C(=O)C(=O)NCc1ccncc1,18.2,6.5,9.1,5.9,16.8,2.5,12.1,-11.3,0.4,20.9,3.2
Cc1cn([C@H]2C[C@H](O)[C@@H](CCC(=O)NCC(c3ccccc3)c3ccccc3)O2)c(=O)[nH]c1=O,14.3,-3.7,-4.7,19.1,5.1,/,-9.8,-0.3,5.4,-14.1,/

# Carrying on:
SMILES,HIF-2a inh,CF NFkB block,NR2E3 ag-1,TWEAK Fn14 block,TRAIL sens C8,TRPM1 prom inh,Shn3 inh set2,TROY signal inh,KKLEB cytotox,Peg3 promoter,NR2E3 ag-2
COc1ccccc1COCC(O)CNCC1(N2CCCCC2)CCCCC1 (stereo not drawn),17.5,-4.9,-7.8,9.7,5.5,0.2,-0.3,8.6,2.0,10.8,3.2
Cc1cc2c(nn1)CCC/C2=N\O,9.0,10.8,-11.6,-1.5,-7.8,-6.0,-21.8,16.4,-11.2,15.7,0.1
CN(CCCOc1ccccc1Br)Cc1ccccc1,-35.7,7.5,9.1,32.8,1.1,-13.2,-57.8,-32.5,2.5,-29.1,-2.1
CCOc1ccc(NC(=O)Nc2ccc(Cc3ccncc3)cc2)cc1,12.9,-9.4,36.8,8.7,30.1,-3.8,34.4,21.4,-3.0,5.5,2.5
CCOC(=O)c1cc2c(ccn2C)n1CC(=O)N1C(C)CCCC1C (stereo not drawn),12.1,18.5,-2.1,1.6,-6.8,16.8,-8.1,5.0,-19.9,17.6,3.1
CCOC(=O)C(/C=C(\C#N)C(=O)OCC)=C(/N)N1CCN(c2ccccc2)CC1,1.5,-4.3,1.6,-0.6,-0.1,-4.4,3.8,-15.8,2.3,8.8,5.6
S=C(NCCCN1CCOCC1)NCCCN1CCOCC1,18.1,-5.1,13.9,-7.6,-2.0,9.0,-2.8,5.1,12.5,-12.1,0.5
COc1ccccc1S(=O)(=O)Cc1ccc(C(=O)NCc2ccc(C)cc2)o1,0.1,22.4,29.3,18.9,3.2,12.9,-5.6,-12.9,-9.4,11.6,3.2
O=[N+]([O-])c1ccc(OCCO)nc1,15.1,-4.5,-0.8,8.4,-1.7,0.4,-19.1,-1.7,6.8,9.6,6.9
CCC1CCc2c(sc(NC(C)=O)c2C#N)C1 (stereo not drawn),-48.8,-16.9,-5.2,-8.6,0.2,-7.8,-12.9,-32.7,-0.4,-65.9,-0.2
COc1ccc(C)cc1N(CC(=O)Nc1cccnc1)S(=O)(=O)c1ccccc1,19.6,-11.1,-14.6,-23.7,21.3,-2.6,-1.2,6.4,0.9,17.7,-0.1
CCCCC(=O)Nc1ccc2c(c1)C(=O)NC2=O,8.4,-16.2,-27.9,41.1,8.9,3.2,4.2,10.3,9.5,17.6,4.0
Cc1ccccc1NC(=O)/C(=C\c1cccs1)NC(=O)c1ccco1,12.4,2.4,-20.1,-11.4,-25.9,5.4,-9.0,1.4,-4.6,13.5,0.0
Cc1c(N(C(=O)CNC(=O)c2ccccc2)C2(C(=O)NC3CCCCC3)CCCCC2)c(=O)n(-c2ccccc2)n1C,8.4,-1.1,-22.4,32.4,-15.9,3.5,17.1,-9.7,9.7,3.5,3.0
COC(=O)c1ccccc1NC(=O)Cn1cc2c(n1)CCC(C)C2 (stereo not drawn),-50.5,7.1,-17.9,0.0,-10.6,-11.3,1.7,-14.9,7.2,-3.9,2.9
CCOC(=O)C1CCCN(Cc2nc(N)nc(Nc3ccccc3)n2)C1 (stereo not drawn),3.0,0.7,23.4,1.9,0.8,5.9,11.6,7.6,-3.5,7.5,-1.3
CCOc1ccc(C(C)(O)CN2CCOCC2)cc1 (stereo not drawn),7.5,-5.4,-4.5,-18.7,-9.4,-7.3,-2.4,-47.3,5.5,0.2,0.7
CCc1nc2ccc(C(=O)N(C)Cc3ccco3)cn2c1N(C)Cc1ccc(OC)cc1,13.5,32.2,-2.5,-5.4,4.7,/,7.7,-3.0,-6.0,17.9,/
COc1cccc(C2CC(c3ccc(Cl)cc3Cl)Nc3nc(N)nn32)c1 (stereo not drawn),14.4,9.8,-15.9,-8.5,-17.2,-2.0,/,-25.3,2.2,20.5,2.0
CCOC(=O)c1c(C)oc2c(CC(=O)c3ccccc3)c(Cl)c(O)c(O)c12,12.0,-17.4,5.6,-16.9,-15.3,-13.4,-5.1,-13.8,11.1,12.9,5.2
CC(Nc1nc(-c2ccccc2F)nc2ccccc12)c1ccccc1 (stereo not drawn),21.2,14.7,-87.2,5.2,-7.6,6.7,4.2,2.7,5.7,22.3,2.0
COc1ccc(-c2csc(Nc3cccc(C)n3)n2)cc1C,-232.8,-2.1,-125.6,-20.0,25.8,-73.4,-60.4,-48.0,-1.5,-427.1,/
CCOc1ccc(CCNC(=O)CCC(=O)N2CCSc3ccccc32)cc1OCC,3.1,25.8,10.4,9.9,4.8,12.3,1.6,7.9,2.5,3.9,0.6
CNC(=S)NCCC(c1ccccc1)c1ccccc1,11.0,-13.5,6.8,21.6,-0.9,2.4,1.1,6.8,-0.4,9.6,-1.3
CN1CCCC(OC(=O)c2ccccc2F)C1 (stereo not drawn),15.2,-23.2,9.0,6.3,-15.0,-4.0,4.6,-4.7,2.5,14.7,2.1

# A different layout for some results above.
> CC(Nc1nc(-c2ccccc2F)nc2ccccc12)c1ccccc1 (stereo not drawn)
- HIF-2a inh: 21.2
- CF NFkB block: 14.7
- NR2E3 ag-1: -87.2
- TWEAK Fn14 block: 5.2
- TRAIL sens C8: -7.6
- TRPM1 prom inh: 6.7
- Shn3 inh set2: 4.2
- TROY signal inh: 2.7
- KKLEB cytotox: 5.7
- Peg3 promoter: 22.3
- NR2E3 ag-2: 2.0
> CN1CCCC(OC(=O)c2ccccc2F)C1 (stereo not drawn)
- HIF-2a inh: 15.2
- CF NFkB block: -23.2
- NR2E3 ag-1: 9.0
- TWEAK Fn14 block: 6.3
- TRAIL sens C8: -15.0
- TRPM1 prom inh: -4.0
- Shn3 inh set2: 4.6
- TROY signal inh: -4.7
- KKLEB cytotox: 2.5
- Peg3 promoter: 14.7
- NR2E3 ag-2: 2.1
> COc1ccc(-c2csc(Nc3cccc(C)n3)n2)cc1C
- HIF-2a inh: -232.8
- CF NFkB block: -2.1
- NR2E3 ag-1: -125.6
- TWEAK Fn14 block: -20.0
- TRAIL sens C8: 25.8
- TRPM1 prom inh: -73.4
- Shn3 inh set2: -60.4
- TROY signal inh: -48.0
- KKLEB cytotox: -1.5
- Peg3 promoter: -427.1
- NR2E3 ag-2: /

# From PubChem
